NR5A2 inv ag = NR5A2 inverse agonism in reporter assay; O00482; HEK293T StAR-luciferase reporter, LRH-1 transfected, 24 h; inhibition, % at 3.6 µM; 360,000 tested, 0.13% active; AID 602396;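 active = inhibition above the mean inhibition of all tested compounds plus 3 SD, cut at about 73% in these data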;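 also: 0% = DMSO wells and 100% = reporter-only cells lacking LRH-1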
NCOA3 inh = inhibitors of human steroid receptor coactivator 3 (SRC3); Q9Y6Q9; HEK293 GAL4-SRC3 luciferase reporter, luminescence; inhibition, % at 3.6 µM; 360,000 tested, 0.17% active; AID 588352;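 active = inhibition above a per-campaign cutoff, the mean of all compounds plus 3 SD, cut at about 60% in these data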;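 also: 0% = DMSO-treated cells and 100% = gossypol-treated cells at 36 µM; higher means less SRC3-driven luciferase light from the GAL4 reporter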
SRC1 inh = inhibits human SRC1 coactivator; HEK293 GAL4-SRC1 luciferase reporter, luminescence; inhibition, % at 3.6 µM; 360,000 tested, 0.12% active; AID 588354;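 active = inhibition above the campaign mean plus 3 SD, with each screening campaign given its own cutoff, cut at about 60% in these data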;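 also: 0% = DMSO treated cells and 100% = gossypol at 36 µM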
TWEAK-Fn14 inh = TWEAK-Fn14 signaling inhibition. AID 1159606. 360,000 tested, 2% active. TWEAK-stimulated Fn14 reporter cells, luciferase luminescence, 8 h. inhibition, % at 10 µM; in the data active = inhibition above about 50%
TROY NFkB inh = blocks TROY-dependent signaling in reporter cells; Q293 LMP1-TROYcd NF-kB luciferase reporter, 4 h; inhibition, % at 10 µM; 360,000 tested, 0.98% active; AID 1347056;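 active = compounds whose plate-normalised and pattern-corrected inhibition of the luciferase reporter signal at the single screening dose is 50% or more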
LMP1 NFkB inh = Epstein-Barr LMP1 NF-kappaB reporter inhibition | LMP1-induced NF-kappaB luciferase reporter cells, luminescence | inhibition, % at 12.5 µM | 350,000 tested, 0.69% active; in the data active = inhibition above about 41%;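 also: 0% = neutral control wells and 100% = reference inhibitor control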
COUP-TFII inh = NR2F2 (human) inhibition, primary screen; HEK293T NGFI-A luciferase reporter, luminescence; 370,000 tested, 0.7% active; inhibition, % at 8.6 µM;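 active = inhibition above a per-plate cutoff, mean inhibition of test wells between control levels plus 3 SD, cut at about 38% in these data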;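 also: cells cotransfected with COUP-TFII expression vector driving the NGFI-A reporter; 0% = median of COUP-TF2 test wells and 100% = reporter-only cells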
Target sequence (P24468 whole entry, looked up): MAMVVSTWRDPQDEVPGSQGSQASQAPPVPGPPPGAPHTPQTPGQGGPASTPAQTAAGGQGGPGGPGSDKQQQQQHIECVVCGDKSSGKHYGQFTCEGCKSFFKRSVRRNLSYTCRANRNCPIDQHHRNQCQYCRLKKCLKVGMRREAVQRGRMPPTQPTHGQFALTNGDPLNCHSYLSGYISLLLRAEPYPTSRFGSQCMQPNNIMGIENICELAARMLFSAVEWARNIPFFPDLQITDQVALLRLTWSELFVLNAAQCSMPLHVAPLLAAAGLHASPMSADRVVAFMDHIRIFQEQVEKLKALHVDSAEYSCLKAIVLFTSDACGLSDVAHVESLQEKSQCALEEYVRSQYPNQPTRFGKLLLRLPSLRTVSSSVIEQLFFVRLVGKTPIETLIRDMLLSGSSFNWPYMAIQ
TLR9-MyD88 block = TLR9-MyD88 interaction inhibition | Q9NR96+Q99836 | 340,000 tested, 0.21% active | inhibition, % at 4.98 µM | AID 504734 | CHO BLA complementation TLR9-MyD88, CCF4 FRET ratio;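 active = inhibition above the mean over all tested compounds plus 3 SD, cut at about 21% in these data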;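 also: 0% = DMSO only wells and 100% = clavulanate BLA inhibitor control wells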
C8 TRAIL sens = sensitizes caspase-8 expressing cells to TRAIL; 360,000 tested, 1% active; NB7+C8 cells + TRAIL, ATPlite viability luminescence; inhibition (viability loss, TRAIL sensitization), % at 10 µM;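 active = compounds causing at least 50% loss of cell viability in the single-dose screen, relative to plate controls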
NOD2-RIPK2 inh = blocks binding of human NOD2 to RIPK2 | inhibition, % at 4.98 µM | O43353 | 360,000 tested, 0.38% active | AID 624267 | CHO BLA complementation NOD2-RIPK2, CCF4 ratio; in the data active = inhibition above about 21%;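 also: 0% = vehicle only and 100% = reference blocker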
Target sequence (O43353 whole entry, looked up): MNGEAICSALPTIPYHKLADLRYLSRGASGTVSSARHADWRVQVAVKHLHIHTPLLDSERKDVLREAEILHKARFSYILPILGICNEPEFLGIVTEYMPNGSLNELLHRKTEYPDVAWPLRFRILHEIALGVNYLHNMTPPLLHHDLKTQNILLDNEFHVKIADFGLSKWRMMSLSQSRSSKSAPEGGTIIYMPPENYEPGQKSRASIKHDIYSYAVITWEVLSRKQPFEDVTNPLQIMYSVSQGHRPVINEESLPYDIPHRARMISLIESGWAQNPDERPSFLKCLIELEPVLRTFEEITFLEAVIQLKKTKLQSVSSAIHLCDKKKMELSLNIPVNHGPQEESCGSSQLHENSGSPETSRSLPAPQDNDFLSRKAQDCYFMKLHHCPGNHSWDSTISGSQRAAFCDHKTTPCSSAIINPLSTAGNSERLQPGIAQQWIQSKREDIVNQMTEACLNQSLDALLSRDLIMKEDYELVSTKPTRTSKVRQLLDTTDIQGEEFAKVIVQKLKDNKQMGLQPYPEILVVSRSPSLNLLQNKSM
NCOA2 inhibitor = human SRC2 (NCOA2) inhibition; HEK293 GAL4-SRC2 luciferase reporter, luminescence; inhibition, % at 9 µM; 370,000 tested, 0.17% active; AID 651957;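 active = inhibition above the mean inhibition of all tested compounds plus 3 SD, set per campaign, cut at about 52% in these data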;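 also: 0% = DMSO treated cells and 100% = cells given Gossypol at 36 µM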
Numbers without * were called inactive; · = not tested or not shown. Not all compounds are listed. The share of hits here may be higher or lower than overall.

structure	TLR9-MyD88 block	NCOA2 inhibitor	SRC1 inh	NOD2-RIPK2 inh	TWEAK-Fn14 inh	LMP1 NFkB inh	NCOA3 inh	C8 TRAIL sens	TROY NFkB inh	COUP-TFII inh	NR5A2 inv ag
O=C(N/N=C/c1ccccc1[N+](=O)[O-])c1ccc(COc2ccccc2-c2ccccc2)cc1	3	-77	-1	8	5	-5	-2	-7	-9	-21	-13
Cc1cc2c(cc1C)N(C(=O)CSC1=NCCS1)C(C)(C)c1ssc(=S)c1-2	-7	-4	17	3	-4	1	11	-3	-15	14	18
COCCNC(=S)N1CCN(c2nc(-c3cccc(OC)c3)cs2)CC1	-6	27	-1	-4	-6	-1	-17	3	-39	-12	10
COc1ccc(-c2cc(-c3ccc(OC)cc3)[nH]n2)cc1	0	-37	-57	5	-26	-31	-48	-1	-60	-16	-44
COc1ccc(COC(=O)C2=C(C)NC(=O)NC2c2ccccc2)cc1 (configuration not stated)	-12	23	-8	6	16	11	21	0	25	9	6
O=C(O)c1c2c(nc3ccccc13)/C(=C/c1ccc(O)cc1)CC2	9	-24	-23	-2	77*	53*	-22	58*	51*	-17	-19
N#CC1=C(N)Oc2n[nH]c(-c3ccccc3)c2C1c1cccc(OC(=O)N2CCOCC2)c1 (configuration not stated)	0	-14	10	-7	1	-2	5	-12	12	4	4
CCCN(CC(=O)Nc1ccc(F)c(F)c1F)CC(=O)Nc1c(C)n(C)n(-c2ccccc2)c1=O	4	-11	6	-3	11	-3	-3	7	8	-6	10
CC(C)NC(=O)CN(C)S(=O)(=O)c1ccc(F)cc1	-6	-20	7	6	13	-7	11	5	1	5	21
CN(CC(=O)Nc1ccc(F)c(F)c1F)C(=O)C1CCCC1	0	-52	-12	-2	16	-1	-10	-11	18	15	-11
COc1ccc(Nc2c3c(nc4ccccc24)CCC3)cc1	2	-2	16	0	-27	-10	11	22	-22	20	14
O=C(c1cccc(C(=O)N2CCN(c3ccccc3F)CC2)c1)N1CCN(c2ccccc2F)CC1	1	4	15	-5	1	13	-9	7	·	9	1
CC(=O)N1CCSc2ccc(S(=O)(=O)NCCc3ccc(Cl)cc3)cc21	-14	16	-25	-6	11	20	-5	20	17	28	-11
O=C(O)C=C(Br)Br	-10	7	-2	6	-24	2	-9	10	-1	3	3
COc1ccc2oc(=O)cc(CN3CCN(Cc4ccc(OC)c(OC)c4OC)CC3)c2c1	0	-21	2	0	8	2	1	-7	-9	13	5
CCOC(=O)c1cc(-c2ccccc2)sc1NC(=O)CSc1nnnn1C	4	19	-11	2	19	-1	22	3	15	12	-7
Oc1ccc(-c2csc(-c3c[nH]c4ccccc34)n2)c(O)c1	5	-89	-92	-2	24	-47	-56	-24	-54	-63	-105
O=C(COC(=O)c1cc(=O)[nH]c2ccccc12)Nc1ccc(Cl)c(S(=O)(=O)N2CCOCC2)c1	-13	16	5	-5	-9	-1	-3	-3	17	7	-7
CCCc1cc(=O)oc2cc(OCC(=O)Nc3cc(C)on3)ccc12	-1	13	2	-2	-3	-3	-3	6	-9	12	9
CC1(C)CC(=O)C=C(NCCc2ccccc2)C1	-9	4	9	2	-7	-2	-4	-17	-19	-15	1
COc1ccc(NC(=O)CSc2ccc(NC(C)=O)cc2)cc1S(=O)(=O)N1CCCCC1	6	-22	5	-5	2	7	7	7	26	12	-3
CCN(C(=O)COC(=O)c1ccc(-n2c(C)ccc2C)cc1)c1c(N)n(Cc2ccccc2)c(=O)[nH]c1=O	-8	-1	-3	-4	8	-8	2	15	-3	5	2
Nc1cccc(Oc2ccc([N+](=O)[O-])cc2)c1	-1	1	-3	-4	-1	-3	20	-7	-2	8	11
CC(C(=O)NCc1ccccc1)n1c(Cc2cc(F)cc(F)c2)nc2ccccc21 (configuration not stated)	·	-33	·	-3	·	·	·	-6	·	18	12
Cc1cc(C)c(C#N)c(N2CCN(c3ccccc3)CC2)n1	-3	8	16	3	-4	5	1	5	9	-5	-9
O=c1[nH]c(C2CCN(S(=O)(=O)/C=C/c3ccccc3)CC2)nc2c1nnn2Cc1ccc(F)cc1	-6	11	-5	-7	29	-11	-3	-11	18	-7	-7
NC(=O)c1cc([N+](=O)[O-])ccc1NCc1cccc([N+](=O)[O-])c1	-10	5	-14	-2	-20	-1	15	19	-25	-11	19
NC(=O)CC(NC(=O)c1ccc(Br)cc1)c1ccc(N2CCC(Cc3ccccc3)CC2)c([N+](=O)[O-])c1 (configuration not stated)	2	30	9	6	18	9	16	17	-3	9	-10
CC(C)NS(=O)(=O)c1ccc(OCC(=O)Nc2cccc3ccccc23)cc1	-5	-21	10	5	25	3	2	-10	4	10	19
CCOc1ccc(S(=O)(=O)N2CCC(C(=O)Nc3cc(S(C)(=O)=O)ccc3Cl)CC2)cc1	0	5	-6	-6	3	-5	8	4	0	-10	2
O=C(O)CN1CCCC1=Nc1ccccc1	2	-3	0	-4	-3	-2	2	-13	-7	-6	-8
COc1ccccc1C(=O)OCCN1CCOCC1	-6	-1	2	-5	9	1	-11	3	8	-18	4
COc1ccc(CCNC(=O)Cn2c(=O)n(-c3ccc(F)cc3)c(=O)c3sccc32)cc1OC	0	-16	-8	9	13	12	10	4	19	-16	-23
COc1ccc(CCNC2CCN(C)CC2)cc1OC	9	19	7	-1	-7	-8	-23	-5	-1	-11	-9
O=c1[nH]c(SCc2ccccc2F)nc2ccccc12	-7	7	-5	-2	10	1	21	-8	-27	12	-7
O=C(NCc1cccnc1)c1cc(C2CCCN(C(=O)C3CCCCC3)C2)on1 (configuration not stated)	·	-2	7	0	-6	·	10	5	1	0	-3
CCOc1ccc(N2CC(C(=O)Nc3ccc(N4CCOCC4)cc3)CC2=O)cc1 (configuration not stated)	3	-21	9	6	12	-1	-1	1	1	-5	6
C=CCNC(=O)NC(=O)COC(=O)C(C)Oc1ccc(Cl)cc1Cl (configuration not stated)	-3	-3	10	8	-2	-3	3	-3	-12	5	-2
Cc1cc(C)nc(N(C#N)CCOc2ccccc2)n1	0	10	-7	-4	-37	1	9	-2	-42	-20	-6
S=c1[nH]nc(C2CCCCC2)n1/N=C/c1ccc(Br)s1	6	-2	4	-7	-22	4	11	9	-2	-5	0
COc1ccc(/C=C(\C#N)C(=O)Nc2ccccn2)cc1	4	0	1	-13	-22	1	2	3	-38	-1	8
O=C(COc1ccccc1Cl)N1CCN(c2ccc([N+](=O)[O-])c(N3CCOCC3)c2)CC1	-4	5	17	2	6	-6	-6	-21	-10	-10	55
Cc1cc(N2CCCC2)ccc1NC(=O)COc1ccc(Cl)cc1	-4	15	1	1	-20	1	3	-5	-6	-2	-17
Cc1ccc(NC(=O)CSc2nc3sc(C)cc3c(=O)n2C)cc1	-12	-29	5	-5	-23	-11	-9	-3	1	0	-1
C=C[C@]1(C)C=C2C(=O)C[C@H]3C(C)(C)CCC[C@]3(C(=O)O)[C@@]2(O)CC1	·	1	0	0	-3	·	15	-9	-20	-12	4
COCc1[nH]nc2c1C1(CCSCC1)C(C#N)=C(N)O2	-4	1	-8	-2	18	-7	13	-9	10	-7	-5
Cc1ccc(S(=O)(=O)N2CCC(C(=O)NCCCn3ccnc3)CC2)cc1	-2	5	6	-4	2	-4	10	1	11	22	-1
COc1ccc2c(c1)CCc1c(C(=O)NCc3cccnc3)noc1-2	4	-29	-29	1	-18	-7	-64	-3	-54	-19	-22
O=C1CCCc2ccccc2N1Cc1ccc(F)cc1	-2	-22	7	-8	10	16	14	-4	10	10	-14
Cc1c(C)c2cc(Cl)c(O)c(CN3CCN(C)CC3)c2oc1=O	-9	-17	-9	5	2	2	0	-5	32	1	-2
Cc1nc(-c2cccc(C(F)(F)F)c2)sc1C(=O)O	4	1	-23	-7	-10	6	-4	-5	-45	-10	-11
CC1CC(C)CN(C(=O)COC(=O)CCc2nc3ccccc3c(=O)[nH]2)C1 (configuration not stated)	-7	-17	9	4	-9	-5	7	-1	12	12	-1
C=CCc1cc(Cl)ccc1OCCNCCN1CCOCC1	10	30	-13	-1	-23	10	-8	9	1	7	9
CC(=O)OC1C([N+]2(C)CCCCC2)C[C@H]2C3CC[C@H]4C[C@H](OC(C)=O)C([N+]5(C)CCCCC5)CC4(C)[C@H]3CCC12C (some centres not stated)	7	7	-5	-2	-4	39	6	10	7	2	6
CCc1ccc(OCC(=O)O/N=C(\N)Cc2ccc([N+](=O)[O-])cc2)cc1	-10	0	9	4	-1	-6	0	-5	1	-4	-20
OCCNc1nc(Nc2ccccc2Oc2ccccc2)nc(N2CCCC2)n1	-8	16	3	2	11	6	-13	4	-13	-19	13
O=C(NC1CCCCC1)c1ccc(S(=O)(=O)c2ccccc2)cc1	·	-22	7	1	-4	1	10	-3	-7	7	2
COc1ccc(/C=C(/C#N)C(=O)Nc2ccc(C)cc2C)cc1C(=O)O	-10	2	4	3	-14	-2	10	-21	-2	1	-6
COc1cccc(NC2=NC3(CCCCC3)N=C(N)N2)c1	0	-55	32	-4	14	-5	11	-3	21	-2	-5
C=CC(=O)NC(C)(C)Cc1ccccc1	2	-17	-7	3	1	4	7	4	7	4	-4

Going on with the list.
structure	TLR9-MyD88 block	NCOA2 inhibitor	SRC1 inh	NOD2-RIPK2 inh	TWEAK-Fn14 inh	LMP1 NFkB inh	NCOA3 inh	C8 TRAIL sens	TROY NFkB inh	COUP-TFII inh	NR5A2 inv ag
N#C/C(=C\c1ccccc1)C(=O)NNS(=O)(=O)c1ccc(Br)cc1	3	-37	10	-9	-3	4	12	-4	-4	-3	-22
COc1cc(OC)cc(-c2cc3ccc(F)cc3cn2)c1	6	-98	-60	7	-60	-10	-57	60*	-75	-33	-99
O=Cc1ccc(Cl)c(Cl)c1	-4	-15	-27	0	-1	2	-42	8	-5	-5	-29
CCCCC(=O)Nc1nn(CCC)c2nc3ccccc3cc12	6	7	-7	3	14	10	18	-12	4	6	-7
Clc1ccc(CNC2CCN(Cc3ccccc3)CC2)cc1	1	-23	6	3	-3	-5	0	2	6	5	-4
COc1cc([N+](=O)[O-])ccc1NC(=S)NCc1ccccn1	1	-16	5	-4	-27	-7	-5	4	-66	-9	11
Cc1cc(F)ccc1S(=O)(=O)NCC(c1cccnc1)N1CCc2ccccc21 (configuration not stated)	2	1	7	11	3	5	-1	-12	2	0	1
CCSc1nc2cc(C(=O)OC)ccc2c(=O)n1CC	3	-14	2	2	-15	-4	9	-15	-25	-17	4
COc1ccccc1Cn1nnc2c(=O)[nH]c(C3CCN(C(=O)c4ccc(F)cc4)CC3)nc21	-2	15	-1	3	-13	-4	9	1	-3	-7	6

Entries of single compounds as entered above.
Clc1ccc(CNC2CCN(Cc3ccccc3)CC2)cc1 reads TLR9-MyD88 block = 1; NCOA2 inhibitor = -23; SRC1 inh = 6; NOD2-RIPK2 inh = 3; TWEAK-Fn14 inh = -3; LMP1 NFkB inh = -5; NCOA3 inh = 0; C8 TRAIL sens = 2; TROY NFkB inh = 6; COUP-TFII inh = 5; NR5A2 inv ag = -4
COc1cc(OC)cc(-c2cc3ccc(F)cc3cn2)c1 reads TLR9-MyD88 block = 6; NCOA2 inhibitor = -98; SRC1 inh = -60; NOD2-RIPK2 inh = 7; TWEAK-Fn14 inh = -60; LMP1 NFkB inh = -10; NCOA3 inh = -57; C8 TRAIL sens = 60*; TROY NFkB inh = -75; COUP-TFII inh = -33; NR5A2 inv ag = -99

Assay outcomes: PubChem BioAssay, several laboratories
